Screens as filed in PubChem.
Ins promoter up = insulin promoter activators in MIN6 cells, imaging, high-content screening, mouse beta cells; AID 1625, 2009; z-score at 5 µM; MIN6 insulin promoter-GFP reporter; stronger effect = higher value; hit rate 0.3% among 190,000;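 active = z-score above 3 at 5 µM with at least 500 cells counted in the well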
M17LAP inhibition = P. falciparum M17LAP inhibitors, primary screen, biochemical, fluorogenic H-Leu-NHMec substrate, 1536-well (AID 1619); Leucine aminopeptidase (Plasmodium falciparum (isolate 3D7)); recombinant M17LAP, H-Leu-NHMec fluorogenic kinetic assay; higher % means a stronger effect; one-dose inhibition, % at 30 µM; IC50 in µM for titrated hits; hit rate 0.38% among 220,000;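 active = compound inhibiting the enzyme by more than half at any dose during confirmatory dose-response retesting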;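 also: plate controls were full reaction with DMSO carrier for no effect and no enzyme background for full effect; strong numbers were not always called active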
NOD2 inhibition = NOD2 signaling inhibitors, cell-based, luminescence, uHTS, HEK293 (AID 1566); HEK293 NOD2/NF-kB luciferase reporter, luminescence; higher % means a stronger effect; hit rate 0.63% among 290,000; inhibition, % at 4 µM, or EC50 in µM where a hit was titrated; in the data active = inhibition above about 50%; also: many of its hits are not listed in these tables
bCat nuc transl = modulators of beta-catenin nuclear translocation, primary screen, imaging, HeLa cells, immunofluorescence, high-content; nuclear translocation activity, % at 5 µM; AID 1665, 2009; hit rate 0.3% among 190,000;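 active = nuclear translocation activity above 50% at 5 µM, with a well cell count of 50 or more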;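 also: per-cell ratio of nuclear to cytoplasmic median beta-catenin stain intensity; plate controls were DMSO negative control for no effect and GSK-3 inhibitor IX positive control for full effect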
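Signal – beta-catenin immunofluorescence imaging with DAPI · Test system – human HeLa cell line · Dosing – 5 µM primary single dose, 0.1% DMSO, 0.02–20 µM confirmation series · Measure – % activation, nuclear-to-cytoplasmic median beta-catenin signal ratio per cell · Incubation – 24 h compound exposure at 37°C, 5% CO2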
MT stabilize HCS = microtubule stabilizers in HeLa cells, primary screen, imaging, high-content imaging; % tubulin-high responders, % at 10 µM; AID 2205, 2009; hit rate 0.83% among 200,000; HeLa tubulin immunostaining HCS, 24 h; share of cells brighter than vehicle mean+2SD;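 active = plate Z-score above 3 for both tubulin-high and condensed-nucleus cell shares, with cell loss under 80%, at 10 µM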;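 also: anti alpha tubulin signal scored within the nucleus-defined area of each cell; some results filed as inactive read as strong as hits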
Dynein transport = inhibitors of GR-EGFP nuclear translocation, primary screen, dynein cargo transport inhibitor project, imaging, high-content, 3617.4 mouse cells; AID 1381, 2008; test concentration mostly 20 µM; stimulated with dexamethasone, 1 µM; stronger effect = lower value; z-score, hits read low; hit rate 0.47% among 220,000;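 active = plate z-score of nuclear minus cytoplasmic receptor signal below a set negative limit, without overly bright fluorescence or cell loss, cut at about -3.5 in these data, passing the limit was not always enough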;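 also: z-score of nuclear minus cytoplasmic ring GR-EGFP intensity difference per well; some compounds called inactive have numbers as strong as hits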
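medium = tetracycline-free induction medium containing charcoal-stripped FBS | probe or stimulus = dexamethasone, 1.0 µM final | timing = 48 h induction, then 1 h compound, then 30 min agonist, 37 °C | detection = automated 10x imaging of fixed Hoechst-stained cells | read-out basis = nuclear versus cytoplasmic GR-EGFP signal, averaged per well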
Yfh1-off respiration = enhancers of respiration in Yfh1-depleted yeast, dose response, Friedreich's ataxia, plus single-dose screen (AID 1465); S. cerevisiae Yfh1-off respiration, WST-1 reduction, 72 h; higher fold induction means a stronger effect; one-dose fold induction at 50 µM; EC50 in µM for titrated hits; hit rate 0.074% among 220,000;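 active = fold induction of absorbance versus untreated yeast above a set limit, then at least 30% activation at any dose in follow-up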;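 also: activators that raise dye reduction in frataxin-depleted yeast; strong numbers were not always called active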
Autophagy mod = autophagy modulators in MEF cells, primary screen, imaging, high-content, MEF GFP-LC3. MEF GFP-LC3 puncta imaging; test concentration mostly 10 µM. calls only at 10 µM (by protocol). hit rate 0.98% among 190,000. AID 463193, 2010;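 active = percentage of spot-positive cells more than 3 SD above its plate mean, without a fluorescence outlier flag or 80% toxicity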;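 also: spot-positive cell cutoff set from DMSO-treated cells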
NOD1 NF-kB reporter = NOD1 signaling inhibitors, primary screen, cell-based, luminescence, uHTS (AID 1578); NOD1-driven NF-kB luciferase reporter cells, luminescence; higher % means a stronger effect; one-dose inhibition, % at 4 µM; EC50 in µM for titrated hits; hit rate 1% among 290,000; in the data active = inhibition mostly above about 36%, no sharp cut-off; inactive = mostly below about 34%;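 also: HEK-293T reporter cells stimulated with the NOD1 agonist gamma-tri-DAP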
Dynein transport cytoplasmic EGFP = further read-out of Dynein transport, marked with its call; z-score; measured here: cytoplasmic GR-EGFP intensity; stronger effect = higher value
Dynein transport nuclear GR-EGFP = recorded beside Dynein transport, whose call it bears; z-score; measured here: nuclear GR-EGFP intensity;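 lower value marks the stronger effect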
Dynein transport cell count = further read-out of Dynein transport, marked with its call; z-score; measured here: cell count per field
Ins promoter up cell count = second read-out of Ins promoter up, no call of its own (marks repeat the call); cell count; measured here: cytotoxicity, nuclei count;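 total cells summed across four imaged fields per well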
bCat nuc transl cell count 5 µM = second read-out of bCat nuc transl, no call of its own (marks repeat the call); cell count; measured here: cell count, cytotoxicity flag
MT stabilize HCS Hoechst-high % = further read-out of MT stabilize HCS, marked with its call; % Hoechst-high responders; measured here: nuclear condensation Hoechst responders;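 share of cells brighter than vehicle mean plus two SD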
MT stabilize HCS cytotoxicity % = recorded beside MT stabilize HCS, whose call it bears; toxicity, %; measured here: cytotoxicity by cell density;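 0% = mean cell density of plate MIN control wells and 100% = no cells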
Autophagy mod cell loss 18 h = also measured in Autophagy mod; calls as there; toxicity, %; measured here: cell loss, nuclei count;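 cell loss after 18 h compound exposure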
An asterisk follows results filed as active; i = inactive; x = not tested or not shown. This is a subset, so the mix of outcomes need not match the whole.

SMILES	Ins promoter up	Ins promoter up cell count	M17LAP inhibition	NOD2 inhibition	bCat nuc transl	bCat nuc transl cell count 5 µM	MT stabilize HCS	MT stabilize HCS Hoechst-high %	MT stabilize HCS cytotoxicity %	Dynein transport	Dynein transport cytoplasmic EGFP	Dynein transport nuclear GR-EGFP	Dynein transport cell count	Yfh1-off respiration	Autophagy mod	Autophagy mod cell loss 18 h	NOD1 NF-kB reporter
Nc1c(C(=O)Nc2ccccc2)c2nc3ccccc3nc2n1-c1ccc(O)cc1	-0.29	1073	3%	-27%	1.3	1339	x	x	x	-0.44	-0.23	-0.21	0.6	i	x	x	-1%
CCOC(=O)C1=C(C)Nc2ccccc2N=C1NC(=O)Cc1ccc(OC)cc1	0.43	1419	-10%	6%	-1.8	1081	4.7	2.4	7.1	0.96	-0.11	0.45	-0.59	i	i	7	-21%
Cc1c(Nc2cc(N3CCCC(C)C3)c3nonc3c2[N+](=O)[O-])c(=O)n(-c2ccccc2)n1C (stereo not given)	0.11	1398	-9%	5%	-8.0	1428	2.8	1.7	3.8	0.095	1.5	1	0.84	x	i	-27	-7%
O=C(CC12CC3CC(C1)CC(CC(=O)N1CCCC1)(C3)C2)N1CCCC1	0.06	1011	2%	12%	0.6	1130	2.9	3.3	8.8	-0.68	-0.2	0.079	0.41	i	i	13	1%
CCCCn1c(SCC(=O)Nc2cc(NC(=O)c3ccco3)ccc2C)nc2ccccc2c1=O	-1.1	1040	13%	10%	-0.4	1169	7.3	3.8	4.9	-0.47	-0.14	-0.22	0.1	i	i	-17	5%
CN(C)CCn1c(NC(=O)c2ccc(Cl)cc2)nc2ccccc21	-0.71	834	-7%	-63%	-4.6	1043	6.8	2.0	5.8	-0.031	0.48	-0.038	0.77	i	i	5	-14%
Cc1ccccc1C(C(=O)NC1CCCCC1)N(C(=O)CNC(=O)c1ccco1)c1cccnc1 (stereo not given)	-0.94	1460	-4%	-19%	-1.3	1042	3.3	2.4	6.4	-0.27	-0.17	-0.15	-0.84	i	i	-8	20%
O=C(O)c1ccccc1C(=O)NNc1ccc(F)cc1	x	x	11%	-35%	x	x	0.8	1.4	7.6	-0.4	0.3	-0.54	0.64	i	i	1	1%
O=C(O)CCn1c(=S)oc2ccccc21	0.23	1312	3%	8%	-0.9	1168	3.0	1.2	7.1	0.24	-0.26	-0.24	0.073	i	i	7	-1%
CCN1CCN(CCc2nc3cc(NC(=O)COc4ccc(Cl)cc4)ccc3n2C)CC1	-0.48	1016	0%	7%	0.9	1361	x	x	x	0.67	-0.094	0.59	-0.89	i	x	x	-6%
O=C(Nc1cccc(NC(=O)c2cccs2)c1)c1ccco1	-0.49	1184	-2%	5%	0.4	1121	2.7	1.4	2.3	-0.54	-0.25	-0.29	-0.19	i	i	-5	-19%
Cc1ccccc1-c1nc(CS(=O)(=O)CC(=O)N(C)C2CCCCC2)c(C)o1	0.48	1968	5%	24%	-2.6	1099	6.0	1.0	5.7	0.019	-0.22	0.13	-0.29	i	x	x	6%
CN(C(=O)COC(=O)COc1ccccc1F)C1CCS(=O)(=O)C1 (stereo not given)	-0.37	1021	2%	10%	2.7	1086	2.5	0.8	5.4	2.6	-0.16	1.5	-1.7	i	i	2	-11%
O=c1c(Cl)c(NCc2ccc(F)cc2Cl)cnn1C12CC3CC(CC(C3)C1)C2	0.32	1559	-15%	-14%	-2.3	1097	4.4	1.0	1.6	1.4	-0.15	0.88	-0.15	i	i	0	-35%
O=S(=O)(c1ccc(-c2csc(-c3cccnc3)n2)cc1)N1CCCCC1	x	x	-9%	3%	1.1	1156	4.0	2.3	6.4	0.015	-0.24	-0.11	0.84	i	i	-2	-7%
COc1ccc(N2C(=O)CC(S/C(N)=N/N=C/c3ccnc4ccccc34)C2=O)cc1 (stereo not given)	0.01	1333	5%	-29%	x	x	3.5	2.5	10	0.6	-0.25	0.23	-0.46	i	i	-1	-35%
CCCc1nn(C)c(C(=O)Nc2cccc(Cl)c2)c1Cl	0.06	1198	1%	10%	2.6	475	3.2	1.3	8.2	0.29	-0.32	-0.2	0.59	i	i	8	23%
COc1ccc(NC(=O)CSc2nccc(C)n2)cc1	0.04	1367	20µM*	13%	-0.6	1123	3.8	1.8	7.0	-0.14	-0.21	0.4	-0.29	i	i	-5	-23%
CCOC(=O)c1[nH]c2c(c1C)C(=O)CC(c1ccc(F)cc1)C2 (stereo not given)	0.09	1180	-10%	-14%	76*	523*	8.6	73	34	-0.013	-0.19	0.23	-0.094	i	i	30	-30%
CCOc1ccc(Nc2cc(C)nc(-n3nc(C)cc3C)n2)cc1	-0.92	679	3%	-22%	87*	844*	16	9.1	70	0.08	-0.19	0.37	-0.6	i	i	63	-9%
Cc1n[nH]c(C)c1C(=O)CC1(O)C(=O)N(CCc2ccccc2)c2ccc(Br)cc21 (stereo not given)	x	x	17%	-3%	x	x	2.4	1.6	6.6	0.69	-0.21	-0.65	-0.098	i	i	3	4%
CCOC(=O)Nc1nc(-c2ccc(F)cc2F)cs1	0.73	1413	-1%	-26%	-0.7	581	2.8	2.5	4.3	-0.28	-0.34	-0.35	0.21	i	i	17	-35%
COc1ccc(OCC(=O)NC2CC(C)(C)NC(C)(C)C2)cc1	0.5	1095	-3%	-19%	-4.9	895	2.5	1.5	2.6	-1.1	-0.19	-0.18	0.52	i	i	13	-4%
CN(C)CCCN(Cc1cc2cc3c(cc2[nH]c1=O)OCO3)C(=S)Nc1ccccc1	-0.01	1281	2%	0%	0.8	1571	1.9	0.6	7.6	0.4	-0.22	0.24	0.26	i	i	3	-24%
CCc1nnc(NC(=O)c2cccc(S(=O)(=O)N(C)c3ccc(OC)cc3)c2)s1	-1.4	1194	11%	22%	0.3	1073	1.5	3.4	6.8	1.2	-0.26	1.2	-1.4	i	i	26	-37%
CCSc1nnc(N(CCC#N)CCC#N)s1	0.86	1313	6%	-5%	2.5	1136	2.9	2.5	11	-0.34	-0.12	0.26	-0.15	i	i	-39	3%
Cc1ccc(-c2c[n+](CC(=O)OCc3ccccc3)c3n2CCC3)cc1	0.62	1256	-12%	1%	2.6	528	1.4	4.0	8.4	-0.84	-0.31	-0.79	0.77	i	i	-3	-38%
Cc1ccc(Cl)cc1N1CCN(C(=O)Cn2ccc3ccccc3c2=O)CC1	-0.47	1325	5%	29%	0.6	1464	4.5	2.0	5.5	-0.43	-0.32	-0.46	-0.025	i	i	0	18%
COc1ccc(-c2csc(NC(=O)c3ccco3)n2)cc1	x	x	4%	-98%	4.4	974	2.3	1.5	9.6	0.12	-0.26	-0.0053	-0.18	i	i	-2	-55%
O=C(/C=C/NNC(=O)c1ccccc1)c1ccc([N+](=O)[O-])cc1	x	x	-7%	17%	0.6	1018	2.2	2.1	14	-0.36	-0.23	-0.23	-0.18	i	i	22	34%
CC(C)(C)c1ccc(-n2nc(C#N)c(Cl)cc2=O)cc1	-0.04	757	8%	21%	-0.4	1130	3.3	1.6	8.9	-0.11	6.9	0.91	-6.2	i	i	18	39%
O=C(CSc1nc2ccccc2c(=O)n1CCCC(=O)N1CCCC1)NCc1ccco1	x	x	0%	8%	x	x	5.7	4.1	3.8	-0.15	-0.31	0.0074	0.56	i	i	17	2%
COc1ccc(CCNC(=O)Cc2nn(C)c(=O)c3ccccc23)cc1OC	0.16	1922	0%	24%	0.2	1034	3.5	2.2	6.7	0.036	-0.022	0.076	0.52	i	i	-3	x
CCCCN1c2cc(C)c(O)cc2C(C(=O)OCC)C1C (stereo not given)	-1.6	862	6%	15%	-1.7	1077	4.6	3.5	6.4	0.25	-0.27	0.63	-1	i	i	5	12%
CCOc1ccccc1Nc1nc(-c2sc(NC(=O)c3ccccc3)nc2C)cs1	-1.3	978	10%	24%	9.0	1392	5.8	1.9	5.9	1.9	-0.19	1.2	-0.34	i	i	10	x
CCOc1ncccc1C(=O)N1CCN(S(=O)(=O)c2ccc3ccccc3c2)CC1	-0.51	1047	x	2%	-0.3	1355	x	x	x	-0.72	-0.82	-0.61	0.27	i	x	x	-5%
O=C(Nc1nc(-c2cccs2)c(-c2cccs2)s1)C1(c2ccccc2)CC1	-0.09	1294	-10%	19%	0.7	1125	2.7	2.7	7.2	-0.15	-0.23	-0.23	-0.22	i	i	-17	-32%
COCCn1nnnc1C(c1ccc2ncccc2c1)N1CCN(c2ccccc2F)CC1 (stereo not given)	-0.04	1222	6%	0%	-5.6	891	9.2	2.4	8.5	0.45	-0.089	0.59	-0.32	i	i	11	-26%
Cc1cc(C)cc(NC(=O)c2ccc(Cn3nc(C)c(Cl)c3C)o2)c1	x	x	-2%	16%	-0.2	1223	3.6	1.5	2.3	-0.056	-0.087	-0.084	-2.3	i	i	-12	-36%
O=C(NC(=S)Nc1cccc2ncccc12)c1cccs1	0.04	1511	1%	-7%	-1.7	850	0.9	1.5	12	-0.18	-0.29	-0.09	0.47	i	i	-39	-3%
